Source: PubChem BioAssay (National Center for Advancing Translational Sciences (NCATS))
WRN inhibitor = blocks human WRN helicase; Q14191; WRN helicase unwinding, fluorescent forked duplex, kinetic; Potency, µM (highest dose often 114 µM), without a hit: at the highest dose activity change, negative = inhibition, usual class: inhibitors; actives 0.46% (n = 360,000); AID 651768; further: potency means the concentration at half of the fitted maximal effect; on the % scale 0 is the no-effect control and ±100 the full control effect; nearly all actives have a fitted effect of over 55% in size
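Kinetic red-fluorescence monitoring (525/598 nm) tracks WRN helicase activity after 100 nM fluorophore-quencher forked duplex and 2 mM ATP are added to 20 nM enzyme pretreated 15 min at room temperature with compound.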
EPAC1 ag = activates human EPAC1 exchange factor | O95398 | EPAC1 agonist qHTS, biochemical assay; response scale: 100% = response to 6.5 mM cAMP | Potency, µM (highest dose often 154 µM), inactives show at the highest dose activation, usual class: activators | actives 0.073% (n = 360,000) | AID 720707; further: potency means the concentration at half of the fitted maximal effect; nearly all actives have a fitted effect of over 60% in size
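Fluorescent GDP-exchange assay: 100 nM EPAC1 with 250 nM Rap1B preloaded with BODIPY-GDP and 50 uM GDP; compounds tested as concentration series, 5 min at room temperature, then read every 5 min for 30 min (ex 480/em 540 nm); normalized to 6.5 mM cAMP.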
Mm-Cpn inhibitor = inhibitors of Methanococcus maripaludis chaperonin (MmCpn) | purified Mm-Cpn ATPase, ADP Transcreener TR-FRET | Potency, µM (series often up to 76.9 µM), inactives show top-dose activity, negative = inhibition, most hits filed as inhibitors | actives 0.031% (n = 330,000) | AID 504842; further: potency means the concentration at half of the fitted maximal effect; on the % scale 0 is the no-effect control and ±100 the full control effect; nearly all actives have a fitted effect of over 80% in size
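Eu-cryptate anti-ADP/ADP-d2 competition gives a ratio inversely related to ADP. Enzyme at 25 nM was pre-exposed to compound for 10 min, then given 10 uM ATP for 30 min, 37°C throughout.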
EPAC1 antagonist = EPAC1 (human) antagonism; O95398; EPAC1 GEF assay, Rap1b-BODIPY-GDP exchange fluorescence; Potency, µM (doses to about 115 µM), for inactives: at the top dose activity change, negative = inhibition, most hits filed as inhibitors; actives 0.14% (n = 360,000); AID 720709;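 further: potency means the concentration at half of the fitted maximal effect; plate controls were vehicle for no effect and positive control for full effect; nearly all actives have a fitted effect of over 50% in size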
CCT modulator = changes cytosolic chaperonin activity. AID 651819. activity change, % (no concentration beside the values), hits read low. purified chaperonin ATPase assay, HTRF ADP detection, 30 min. actives 0.3% (n = 360,000); in the data active means activity change below about -30%; further: on the % scale 0 is the no-effect control and ±100 the full control effect
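TRiC at 40 or 20 nM final (batch-dependent) in 30 mM Tris pH 7.4, 100 mM KCl, 5 mM MgCl2, 1 mM DTT, with compound at single 76 uM and 10 uM ATP, 30 min at 37 deg C. ADP detected by HTRF Transcreener, 665/615 ratio.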
EPAC2 antag = antagonists of human EPAC2 | actives 0.18% (n = 360,000) | AID 720708 | EPAC2 GEF exchange of Rap1B-BODIPY-GDP, fluorescence | Potency, µM (top dose mostly 114 µM), without a hit: at the highest dose activity, negative = inhibition, hits mostly inhibitors; further: potency means the concentration at half of the fitted maximal effect; on the % scale 0 is the no-effect control and ±100 the full control effect; nearly all actives have a fitted effect of over 45% in size; many of its hits are not listed in these tables
Target sequence (Q8WZA2 whole entry, looked up): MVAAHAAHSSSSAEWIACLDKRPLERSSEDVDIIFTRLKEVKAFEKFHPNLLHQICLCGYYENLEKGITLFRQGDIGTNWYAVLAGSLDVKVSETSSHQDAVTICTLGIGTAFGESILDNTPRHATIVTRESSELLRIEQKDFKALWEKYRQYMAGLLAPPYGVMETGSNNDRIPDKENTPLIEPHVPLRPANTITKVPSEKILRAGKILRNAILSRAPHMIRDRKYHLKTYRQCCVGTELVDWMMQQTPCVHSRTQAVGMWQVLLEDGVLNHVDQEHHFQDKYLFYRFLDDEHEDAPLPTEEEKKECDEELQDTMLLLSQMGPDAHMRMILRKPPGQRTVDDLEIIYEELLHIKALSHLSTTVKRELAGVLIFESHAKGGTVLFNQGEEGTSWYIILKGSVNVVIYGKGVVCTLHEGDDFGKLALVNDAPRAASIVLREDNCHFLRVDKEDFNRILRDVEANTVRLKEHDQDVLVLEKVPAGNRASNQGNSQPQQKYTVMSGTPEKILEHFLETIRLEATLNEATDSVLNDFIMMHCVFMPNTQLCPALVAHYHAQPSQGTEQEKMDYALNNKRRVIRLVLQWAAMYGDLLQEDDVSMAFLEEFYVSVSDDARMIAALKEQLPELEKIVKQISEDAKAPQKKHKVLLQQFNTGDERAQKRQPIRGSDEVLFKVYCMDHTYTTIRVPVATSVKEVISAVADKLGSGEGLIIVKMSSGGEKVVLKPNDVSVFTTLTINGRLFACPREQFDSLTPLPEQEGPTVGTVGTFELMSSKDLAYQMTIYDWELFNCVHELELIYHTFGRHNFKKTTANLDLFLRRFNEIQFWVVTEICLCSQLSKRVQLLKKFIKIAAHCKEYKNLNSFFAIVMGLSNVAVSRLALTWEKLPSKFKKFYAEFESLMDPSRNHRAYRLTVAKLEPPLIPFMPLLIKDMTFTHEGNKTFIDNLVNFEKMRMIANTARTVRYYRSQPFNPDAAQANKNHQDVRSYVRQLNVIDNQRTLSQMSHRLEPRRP
PLK1 PBD inh = PLK1 (human) polo-box domain binding inhibition. P53350. Plk1 PBD binding of FITC phosphopeptide, fluorescence polarization. Potency, µM, inactives show max response, negative = inhibition, usual class: inhibitors. actives 2.8% (n = 360,000). AID 720504; further: potency means the concentration at half of the fitted maximal effect; series mostly up to about 57 µM; on the % scale 0 is the no-effect control and ±100 the full control effect; nearly all actives have a fitted effect of over 65% in size
PI5P4K alpha inh = inhibitors of human PI5P4K alpha. actives 1.2% (n = 330,000). max response, %. PI5P4Kalpha enzyme, ADP-Glo luminescence, 60 min; stronger effect = lower value. P48426. AID 652105; active means max response of -50% or lower; inconclusive means between -30% and -50%; inactive means -30% or higher; further: value at the top dose of about 77 µM; on the % scale 0 is the no-effect control and ±100 the full control effect
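Human PI5P4Kalpha with substrate in 0.038 M HEPES pH 7.4, 0.28 mM EGTA, 0.1% CHAPS, 5% DMSO; reaction started with 5 microM ATP (final), 60 min at room temperature. ADP formed read by ADP-Glo luminescence.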
Numbers without * were called inactive; u = inconclusive; x = no result given; [ ] = remark or other dose. Unless noted, the call rests on the fitted dose curve; in most records, active means well fitted curve in the direction sought with a large enough effect; inconclusive means small, poorly fitted or top-dose-only effect, or another doubt; inactive means no such curve, though single readings can be large; an effect the other way counts as inactive or inconclusive. Some of the compounds tested, so the mix of outcomes need not match the whole.

SMILES | WRN inhibitor | EPAC1 ag | Mm-Cpn inhibitor | EPAC1 antagonist | CCT modulator | EPAC2 antag | PLK1 PBD inh | PI5P4K alpha inh
CC(C(=O)Nc1ccc(S(=O)(=O)N2CCCC2)cc1)N(C)CC(=O)Nc1cccc(F)c1 (configuration not stated) | -1% | 2% | 0% | -13% | -1.0 | -7% | -16% | 0
C[C@H](CO)N1C[C@H](C)[C@@H](CN(C)S(C)(=O)=O)OCc2cnnn2CCCC1=O | 0% | 1% | x | -3% | -0.3 | -3% | -5% | 2
COC(=O)c1ccc(N2CCN(C(=O)C3CC3)CC2)c([N+](=O)[O-])c1 | 5% | 4% | 0% | -6% | -2.2 | 1% | -9% | -2
CCC1(c2ccc(F)cc2)NC(=O)N(CC(=O)Nc2ccc(C)c(S(=O)(=O)N3CCOCC3)c2)C1=O (configuration not stated) | 0% | 8% | 1% | -8% | -3.8 | -3% | -10% | -9
COc1ccccc1NC(=O)CSc1nnc(C2CCCCC2)n1C | 3% | -3% | -14% | 17% | -0.5 | 17% | -8% | 3
OCCN(/C=N/c1nc(-c2ccc(Br)cc2)cs1)CCO | -9% | -14% | 0% | 7% | 2.2 | -2% | 0% | 15
O=C(Nc1cccc(O)c1)c1c(O)c2ccccc2[nH]c1=O | 11% | 3% | 1% | -19% | 1.8 | 44%[activator] | 2% | -6
COc1ccc(-c2nc(CS(=O)CC(=O)N3CCCC3)c(C)o2)cc1 (configuration not stated) | 0% | 1% | 2% | 7% | -0.3 | 0% | -7% | 2
O=C1CN(CC(=O)NC(=O)NCc2ccccc2)CCN1 | -4% | 4% | -1% | -4% | 0.4 | -11% | -1% | 3
CCOC(=O)c1cnn(-c2ccccc2)c1-c1ccncc1 | 1%[57.1 µM] | 3% | -2% | 14% | -0.5 | -12% | -6% | -1
Cc1cccc(C)c1NC(=O)CSC(=O)c1sc2ccccc2c1Cl | -7% | 8% | -1% | 9% | -2.7 | 1% | -6% | 1
Cc1ccc2c(CC(=O)NC3CCCc4ccccc43)coc2c1 (configuration not stated) | -5% | 0% | 2% | 6% | -12 | -8% | -9% | 1
COC(=O)c1cc2ccsc2n1Cc1nc(-c2cccc(Cl)c2)oc1C | 0% | -7% | 1% | -15% | -0.1 | -5% | 4% | 15
NCCCn1c(C(=O)c2ccc(Cl)cc2)c2ccc([N+](=O)[O-])cc2[n+]1[O-] | -3% | 0% | 1% | 0% | 2.9 | -13% | -4% | -4
CC1CC1C(=O)OCC(=O)NCc1ccc(Cl)cc1 (configuration not stated) | 5% | 0% | 0% | 0% | 1.8 | 0% | -3% | -3
CCCCCCCn1c(=N)n(CC(O)c2ccco2)c2ccccc21 (configuration not stated) | -11% | -9% | -1% | 30%[activator] | -0.4 | 16% | -5% | 1
CC(=O)OCC(=O)[C@@]12OC(C)(C)O[C@@H]1CC1C3C[C@H](F)C4=CC(=O)C=CC4(C)[C@@]3(F)C(O)CC12C (some centres not stated) | 2% | -28% | 1% | -25% | 0.5 | 7% | -1% | -2
O=C(NCc1ccc(F)cc1)C1CCC(=O)N1CCc1ccccc1 (configuration not stated) | 2% | -4% | 0% | 4% | -1.0 | 25% | 3% | 3
CN(c1ccccc1)S(=O)(=O)c1ccc(C(=O)Nc2cccc(S(=O)(=O)N3CCOCC3)c2)cc1 | 1% | 11% | x | -9% | -11 | 2% | -14% | 1
CCN(CC)S(=O)(=O)c1ccc(N/N=C/c2ccc(OC)c(OC)c2OC)nc1 | -17% | -7% | 1% | -4% | -0.2 | 6% | u | 0
CC(C)(C)n1ncc2c(=O)n(CC(=O)NCc3ccco3)cnc21 | -3% | -3% | 0% | 6% | -1.4 | 11% | -2% | -10
COc1ccc(NC(=O)CN(C)CC(=O)NCc2ccc(C)cc2)cc1 | -2% | 0% | -1% | 0% | 0.1 | -4% | -6% | -2
CCN(CC)CCn1c(NS(=O)(=O)c2ccc(Cl)cc2)nc2ccccc21 | -5% | 8% | 4% | 7% | 0.4 | 6% | 2% | -3
Cc1cc(Nc2ccc(C(=O)O)cc2)nc(N)n1 | -1% | 5% | 0% | -5% | 0.0 | 6% | 3% | -3
O=C(c1cc2ccccc2s1)N1CCOCC1 | 8% | 5% | 0% | -1% | -0.2 | -6% | -8% | 0
O=C(Nc1ccc(S(=O)(=O)Nc2ccc(Cl)cc2)cc1)C1CCCO1 (configuration not stated) | -2% | 1% | 0% | -9% | -2.1 | 0% | 1% | x
CCOC(=O)C1=NNC2(c3ccccc3)C(=O)N(c3cccc(Br)c3)C(=O)C12 (configuration not stated) | 0% | -10% | 1% | 3% | 0.8 | 7% | -3% | 4
Cc1nccnc1Sc1ccccc1 | 10% | 6% | -6% | 20% | 0.2 | 0% | -3% | 0
COc1ccc(C(=O)CC(c2ccccc2)C2C(=O)CCCC2=O)cc1 (configuration not stated) | -5%[11.6 µM] | -3% | 2% | 5% | 0.1 | 1% | -10% | x
Cn1c(C(=O)N2CCCC(C(=O)NCCc3ccccc3)C2)cc2sccc21 (configuration not stated) | 1% | 1% | 0% | 7% | -0.9 | 2% | -3% | x
CSCCC(N=C1NS(=O)(=O)c2ccccc21)C(=O)NCc1ccccc1F (configuration not stated) | -33% | -6% | 1% | -3% | -3.4 | -4% | -5% | 5
NNC(=O)CN1C(c2ccccc2Br)=Nc2ccc(Br)cc2C1c1ccccc1 (configuration not stated) | -24% | 3% | -13% | 5% | -1.9 | 3% | -10% | 8
O=C(Cn1cc2c(n1)CCCCC2)Nc1c(F)cc(F)cc1Br | -1% | 12% | -4% | 15% | -0.7 | 1% | -9% | 1
COn1c(-c2ccc(Cl)cc2)nc2ncccc21 | -4% | 7% | -16% | 5% | -3.2 | -10% | 0% | -2
Cc1cc(-c2ccc(Cl)cc2)c(C#N)c(N)n1 | -2% | 4% | -5% | 16% | -1.0 | -1% | 4% | x
O=C(CSC1=NCCS1)Nc1nc2ccccc2s1 | 0% | 0% | 1% | -7% | -0.6 | 6% | u | x
Nc1nc(-c2ccc([N+](=O)[O-])cc2)cc(=O)[nH]1 | -9% | 8% | x | 4% | -0.3 | 4% | -1% | -3
COc1cc2[nH]c(=S)n(Cc3ccc(C)o3)c(=O)c2cc1OC | -5% | -5% | 1% | 4% | 0.2 | 4% | -12% | x
COc1cc(NC(=O)CSc2nc(C)c(C)c(C)n2)cc(OC)c1 | 6% | -3% | 0% | -1% | -1.3 | -14% | -15% | 2
CC(C)CCN1C(=O)c2ccc(C(=O)Nc3ccc(Br)cc3C(=O)O)cc2C1=O | -8%[11.6 µM] | 2% | 2% | -14% | -3.6 | -23% | u | u
O=C(NCCS(=O)(=O)N1CCN(c2ccccc2F)CC1)c1c(F)cccc1F | -10% | -6% | -2% | -14% | 0.8 | -17% | -12% | 4
Nc1ncc(N=Nc2cc(C(=O)O)ccc2Cl)s1 | -29%[11.6 µM] | 7% | -1% | 6% | 0.4 | -20% | u | -54*
Cc1cnc(C(=O)NCCc2ccc(Cl)cc2)cn1 | -6% | 5% | 1% | -3% | -1.4 | 3% | -12% | -13
COc1ccc(CN(CCC(c2ccccc2)c2ccc(OC(C)C)cc2)C(=O)CCl)cc1OC (configuration not stated) | -18% | 4% | 2% | u | -1.6 | -12% | -5% | 14
COc1ccc(S(=O)(=O)N(C)C[C@H]2Oc3ccc(NC(=O)c4ccncc4)cc3C(=O)N([C@H](C)CO)C[C@@H]2C)cc1 | -11% | -15% | 3% | 4% | 1.0 | 16% | -9% | 0
CC(C)(C)OC(=O)CN1C(=O)NC2(CCCc3ccccc32)C1=O (configuration not stated) | -7% | -5% | 1% | -22% | 0.2 | -17% | 2% | 3
Oc1ccc(CCNc2ncnc3ccc(Cl)cc23)cc1 | -3% | -13% | 1% | -1% | -0.5 | 12% | -2% | -21
Cc1ccc(S(=O)(=O)N2C[C@H]3C(=O)C[C@@H](c4ccccc4F)N(S(=O)(=O)c4ccc(C)cc4)[C@H]3C[C@H]2c2ccccc2F)cc1 | 1% | -3% | x | 7% | 1.0 | -2% | -12% | 6
Cc1ccc(S(=O)(=O)c2nc(Cc3ccccc3)oc2N2CCOCC2)cc1 | -3% | -7% | -2% | -24% | 1.4 | 4% | -27% | -2
CCN(CC)c1ccc(/C=N/Nc2nn[nH]n2)cc1 | 1% | 8% | -8% | 1% | -3.0 | -12% | -1% | 0
CC1(C(=O)NS(=O)(=O)c2cccc(C#N)c2)CCN1C(=O)C1(c2ccc(Cl)cc2)CC1 (configuration not stated) | 4% | -9% | x | -20% | -1.4 | 1% | -1% | -8
O=C(O)c1ccc(Nc2nc3ccccc3nc2NS(=O)(=O)c2ccc(F)cc2)cc1 | 0% | -6% | -5% | -10% | 2.0 | 6% | -20% | -26
CCC1Oc2ccc(C)cc2N(CC(=O)N(Cc2ccc(C)o2)C2CC(C)(C)NC(C)(C)C2)C1=O (configuration not stated) | 7% | -3% | 2% | 6% | 0.0 | 12% | -4% | 0
COc1ccccc1Nc1nc(NCCO)nc(N)c1[N+](=O)[O-] | -21% | 4% | 1% | -2% | -0.5 | 2% | -4% | -3
Cc1ccc(C)c(NS(=O)(=O)c2cc(C(=O)N3CCc4ccccc4C3)ccc2Cl)c1 | -8% | 9% | 2% | 0% | -1.5 | 0% | -1% | x
O=c1[nH]c(C2CCN(S(=O)(=O)c3cccc(Cl)c3)CC2)nc2c1nnn2Cc1ccccc1 | -9% | 7% | 0% | 1% | -3.0 | -10% | -23% | -2
CC12CCC(=O)C=C1C(F)CC1C2C(O)CC2(C)C1CCC2(O)C(=O)CO (configuration not stated) | -7% | 7% | x | -2% | 0.4 | 4% | -11% | -1

Exported with values under each structure: entries from further up.
Every second line gives: WRN inhibitor | EPAC1 ag | Mm-Cpn inhibitor | EPAC1 antagonist | CCT modulator | EPAC2 antag | PLK1 PBD inh | PI5P4K alpha inh
- CC(C)(C)OC(=O)CN1C(=O)NC2(CCCc3ccccc32)C1=O (configuration not stated)
  -7% | -5% | 1% | -22% | 0.2 | -17% | 2% | 3
- Oc1ccc(CCNc2ncnc3ccc(Cl)cc23)cc1
  -3% | -13% | 1% | -1% | -0.5 | 12% | -2% | -21
- Cc1ccc(S(=O)(=O)N2C[C@H]3C(=O)C[C@@H](c4ccccc4F)N(S(=O)(=O)c4ccc(C)cc4)[C@H]3C[C@H]2c2ccccc2F)cc1
  1% | -3% | x | 7% | 1.0 | -2% | -12% | 6
